KB-V1 cytotox = kills drug-selected multidrug resistant KB-V1 cells; actives 3.4% (n = 400,000); AID 1347076; KB-V1 MDR cells viability, CellTiter-Glo, 72 h; Potency, µM (top dose mostly 46.1 µM), for inactives: at the highest dose activity change, negative = cytotoxicity, actives largely listed as cytotoxic; also: potency is read from the fitted curve at half-maximal effect; % is scaled to controls: 0 for no effect and ±100 for the full control effect; nearly all actives have a fitted effect of over 60% in size
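Cytotoxicity via CellTiter-Glo luminescence after 72 h compound exposure at 37 degrees C. Cells: drug-selected KB-V1 line, DMEM phenol-red free plus 10% FBS. Compounds tested at multiple concentrations; normalized data fitted to concentration-effect curves.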
HT1080 IDH1KD tx = toxicity to HT-1080 IDH1 knockdown cells (counter line); HT-1080 IDH1 knockdown viability, ATP luminescence, 48 h; Potency, µM (series often up to 46.1 µM), without a hit: top-dose activity, negative = toxicity, most hits filed as cytotoxic; actives 2% (n = 360,000); AID 686971;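 also: potency is read from the fitted curve at half-maximal effect; 0% = DMSO wells and -100% = cell-free medium wells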
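Knockdown cells (IDH1KD HT-1080) received compounds 2 h after plating at 750 cells/well and were kept 48 h at 37 °C in 5% FBS RPMI. A CellTiter-Glo luminescence read gave % activity for curve fitting.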
GLP1R cytotox = cytotoxic in the GLP-1 receptor inverse agonist counter-screen | HEK293 cAMP-luciferase reporter cells, luminescence, 24 h | actives 0.13% (n = 410,000) | Potency, µM (top dose mostly 38.3 µM), for the others: at the highest dose activity change, negative = inhibition, most hits filed as inhibitors;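 also: loss of luciferase light is scored as toxicity; potency is read from the fitted curve at half-maximal effect; % is scaled to controls: 0 for no effect and ±100 for the full control effect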
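A 23 nL compound transfer followed 12 hours of cell culture at 37 deg C; exposure then lasted 24 hr. Luciferase assay detection reagent was dispensed and plates read for luminescence after a 12 min room-temperature wait.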
HT1080NT lethal = kills 2HG-producing HT-1080-NT fibrosarcoma cells; HT-1080-NT fibrosarcoma viability, CellTiter-Glo ATP luminescence, 48 h; Potency, µM (highest dose often 46.1 µM), for the others: top-dose activity, negative = less viability, hits mostly cytotoxic; actives 1.6% (n = 360,000); AID 686970;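 also: NT is the 2HG producing partner of a matched IDH1 knockdown line; potency is read from the fitted curve at half-maximal effect; 0% = DMSO-treated cells and -100% = media-only wells without cells; nearly all actives have a fitted effect of over 55% in size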
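Fibrosarcoma NT cells, 750 per well in 5% FBS RPMI, were exposed to compound for 48 hours. Viability: CellTiter-Glo luminescence.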
DRD3 agonist = agonists of human D3 dopamine receptor | D3R DiscoveRx beta-arrestin cells, luminescence, 90 min | max activation, % | actives 0.58% (n = 410,000); in the data active = max activation above about 30%; also: 0% is about no effect; mostly tested at two doses, the higher about 12 µM
Target sequence (P35462 whole entry, looked up): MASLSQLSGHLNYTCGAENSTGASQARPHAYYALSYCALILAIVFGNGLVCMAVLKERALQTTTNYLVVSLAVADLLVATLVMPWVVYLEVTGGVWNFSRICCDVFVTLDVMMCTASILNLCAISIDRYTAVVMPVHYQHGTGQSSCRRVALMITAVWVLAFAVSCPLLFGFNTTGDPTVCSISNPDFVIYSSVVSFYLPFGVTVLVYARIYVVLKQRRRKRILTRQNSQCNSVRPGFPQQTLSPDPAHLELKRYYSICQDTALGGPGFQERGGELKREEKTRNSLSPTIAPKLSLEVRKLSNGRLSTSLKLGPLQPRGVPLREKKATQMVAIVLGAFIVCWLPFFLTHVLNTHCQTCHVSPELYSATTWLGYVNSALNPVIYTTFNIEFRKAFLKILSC
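Agonist-mode cell screen: cells plated at 1500/well and incubated overnight at 37 °C, then exposed to library compounds for 90 min at 37 °C. Detection reagent was added for 30–60 min at room temperature, and luminescence was read.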
KB-3-1 tox = kills parental KB-3-1 adenocarcinoma cells | KB-3-1 viability, CellTiter-Glo ATP luminescence, 72 h | Potency, µM (top dose mostly 46.1 µM), for the others: at the top dose activity change, negative = cytotoxic, most hits filed as cytotoxic | actives 1.4% (n = 400,000); also: potency is read from the fitted curve at half-maximal effect; % is scaled to controls: 0 for no effect and ±100 for the full control effect; nearly all actives have a fitted effect of over 60% in size
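Using CellTiter-Glo luminescence, growth of non-resistant KB-3-1 adenocarcinoma cells is assessed 72 h after pin-tool compound addition at 37 °C. Normalized responses across the concentration series yield fitted curves.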
SW480 rerep = inducers of DNA re-replication in SW480 colon cancer cells; SW480 DNA re-replication, Hoechst DNA content imaging, 48 h; Potency, µM (doses to about 46.1 µM), for the others: at the top dose re-replication activation, usual class: activators; actives 1.8% (n = 340,000); also: potency is read from the fitted curve at half-maximal effect; % of control where 0% means no effect; nearly all actives have a fitted effect of over 55% in size
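Per well, 250 cells were exposed to pinned compound for 48 hr. Nuclear DNA was visualised with Hoechst (40 min, 37 C) and total object intensity recorded by fluorescence scanning.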
IL-1B inflam inh = inhibitors of inflammasome signaling (IL-1 beta secretion) | THP-1 LPS/ATP IL-1B secretion, AlphaLISA, 16 h; stronger effect = lower value | activity change, % at 57.5 µM | actives 4.7% (n = 360,000); in the data active = activity change below about -50%; inconclusive = mostly about -30% to -49%; also: % is scaled to controls: 0 for no effect and ±100 for the full control effect
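THP-1 cells pretreated 1 hr with compounds (up to 57.5 uM final), then stimulated with LPS (250 ng/mL final) plus ATP (1.25 mM final); secreted IL-1B measured by AlphaLISA after 16 hr, decreased signal indicating inhibition.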
MCF10A rerep = inducers of DNA re-replication in MCF 10A breast cells. AID 624296. MCF 10A DNA re-replication, Hoechst nuclear intensity, 48 h. Potency, µM (doses to about 46.1 µM), without a hit: at the top dose activity, positive = re-replication, most hits filed as activators. actives 2.9% (n = 350,000); also: potency is read from the fitted curve at half-maximal effect; % of control where 0% means no effect; nearly all actives have a fitted effect of over 50% in size
Starred values were filed as active, the others as inactive; u = inconclusive; x = not tested or not shown; [ ] = remark or other dose. Unless noted, calls follow the shape of the dose curve; as a rule, active = well fitted curve in the direction sought with a large enough effect; inconclusive = small, poorly fitted or top-dose-only effect, or another doubt; inactive = no such curve, though single readings can be large; an effect the other way counts as inactive or inconclusive.

item	structure	KB-V1 cytotox	HT1080 IDH1KD tx	GLP1R cytotox	HT1080NT lethal	DRD3 agonist
1	Cc1ccc(NC(=O)C2CCN(S(=O)(=O)c3cc([N+](=O)[O-])ccc3Cl)CC2)nc1	-28%	u	-8%	u	4
2	CCOC(=O)c1c(NC(=O)CNCCO)sc(C)c1C	u	-5%[9.24 µM]	14%	-4%	0
3	COc1cc(OC)c(NC(=O)Cn2cnc3sc(C)c(S(=O)(=O)N4CCN(C)CC4)c3c2=O)cc1Cl	16%	x	7%	x	-7
4	CC(C)CNC(=O)COC(=O)c1ccc(F)cc1Cl	1%	4%	17%	1%	-1
5	CC(C)(C)OC(=O)N1CCC(c2c(C(=O)N3CCN(C4CCCCC4)CC3)cnn2-c2cccc(Cl)c2)CC1	12%	x	0%	x	-13
6	C=CCn1c(C)cc(C2=NNC(=NC(C)(C)C)SC2)c1C	u	-25%	-5%	-21%	-4
7	CCOC(=O)N1CCN(C(=O)COc2ccccc2OC)CC1	0%	2%	29%	3%	2
8	CC1CCCC(n2cnc3cc(C(=O)O)ccc32)C1C (stereo unspecified)	21%	2%	-11%	4%	0
9	O=C(CCNC(=O)c1ccc([N+](=O)[O-])cc1)NC1CCCc2ccccc21 (stereo unspecified)	u	-27%	-3%	-6%	-25
10	COC(=O)CN1C(=S)N(c2ccc(OC)cc2)C(=O)C1CC(=O)Nc1ccc(F)cc1 (stereo unspecified)	1%	-8%	6%	-12%	-5

item	KB-3-1 tox	SW480 rerep	IL-1B inflam inh	MCF10A rerep
1	-18%	7%	-9	9%
2	11%	-7%	1	11%
3	15%	x	x	x
4	17%	2%	0	-32%[inhibitor]
5	-14%	x	x	x
6	u	7%	-77*	u
7	20%	3%	-10	u
8	9%	-1%	0	0%
9	9%	22%	-1	14%
10	12%	-2%	-11	-3%

(list continues)
item	structure	KB-V1 cytotox	HT1080 IDH1KD tx	GLP1R cytotox	HT1080NT lethal	DRD3 agonist
11	CC(=O)Oc1ccc2ccccc2c1C(NC(=O)C(C)C)c1cccc([N+](=O)[O-])c1 (stereo unspecified)	-20%	0%	-17%	u	-2
12	CCn1cc(C(=O)N2CCN(c3ccccc3)CC2)c(=O)c2cc(S(=O)(=O)N(C)C3CCCCC3)ccc21	0%	x	0%	x	0
13	O=C(Nc1nc(-c2ccccn2)cs1)c1cccc(-n2cnnn2)c1	u	u	-11%	u	11
14	CCC1CCCCN1C(=O)CSc1nnc(-c2ccc(OC)cc2)o1 (stereo unspecified)	u	-3%	-18%	-1%	5
15	Cc1ccc(OCC(=O)Nc2cc(S(=O)(=O)N3CCOCC3)ccc2Cl)c([N+](=O)[O-])n1	-22%	2%	7%	25%	5
16	Cc1ncc(N=Nc2ccccc2)c(-c2ccccc2)n1	-21%	-6%	1%	-1%	-5
17	Cc1cc(C)nc(Nc2cccc3ccccc23)n1	2%	15%	-6%	4%	5
18	CCC(C)(C)NC(=O)C(c1ccc(F)cc1)N(Cc1ccco1)C(=O)c1cnccn1 (stereo unspecified)	-12%	2%	-22%	-9%	0
19	O=C(Nc1ccc(OC(F)F)cc1)c1cc[n+]([O-])cc1	22%	11%	2%	-2%	-5
20	CC(C)(O)c1[nH]c2cc(C(F)(F)F)ccc2c1C(C)(C)O	-1%	-1%	-3%	1%	18

item	KB-3-1 tox	SW480 rerep	IL-1B inflam inh	MCF10A rerep
11	-25%	u	-74*	u
12	-1%	x	x	x
13	-11%	u	180	0%
14	-8%	-14%	-7	-8%
15	4%	-8%	1	1%
16	0%	-3%	-17	12%
17	0%	3%	-1	1%
18	-13%	11%	-83*	-13%
19	-13%	-2%	18	-3%
20	10%	0%	14	11%

Next records
item	structure	KB-V1 cytotox	HT1080 IDH1KD tx	GLP1R cytotox	HT1080NT lethal	DRD3 agonist
21	C=CCOc1ccc(/C=C2\SC(N)=NC2=O)cc1OC	-7%	2%	-5%	-1%	0
22	COc1ccc(C(=O)Nc2ccc(O)c3ccccc23)cc1OC	11%	-19%	u	-12%	-2
23	COC(=O)c1ccc(CN2CCC(Oc3cccc(C(=O)N4CCOCC4)c3)CC2)cc1	-9%	-3%	4%	-2%	-15
24	S=C(c1ccc(Br)cc1)N1CCCC1	1%	-1%	11%	2%	6
25	O=S(=O)(Nc1ccc2nc(-c3ccco3)[nH]c2c1)c1ccccc1	1%	-7%	-9%	-5%	-2
26	CCOC(=O)C1CCN(C(=O)c2cccc(NC(=O)C(CC)CC)c2)CC1	u	14%	-10%	2%	2
27	CC(C)(C)OC(=O)CNC(=O)c1nc[nH]c1C(=O)N1CCN(C(=O)OC(C)(C)C)CC1	-19%	-5%	3%	2%	-2
28	COC(=O)c1ccc(COC(=O)c2ccc(-n3cnnn3)cc2)o1	25%	-1%	-2%	1%	-1
29	CC(=O)c1c(C)[nH]c(C(=O)Nc2ccc(N3CCCCCC3)cc2)c1C	-7%	-15%	-14%	-11%	0
30	COc1ccccc1NC(=O)COC(=O)C1CC1	u	12%	-1%	7%	23

item	KB-3-1 tox	SW480 rerep	IL-1B inflam inh	MCF10A rerep
21	-3%	0%	-13	2%
22	0%	10%	17	0%
23	-13%	-5%	35	20%
24	10%	-1%	-15	9%
25	-13%	-10%	-6	-1%
26	-6%	-7%	1	8%
27	5%	-2%	8	-2%
28	2%	-2%	1	0%
29	-8%	x	3	x
30	10%	-1%	9	6%

An excerpt of these results, in transposed form.
10: COC(=O)CN1C(=S)N(c2ccc(OC)cc2)C(=O)C1CC(=O)Nc1ccc(F)cc1 (stereo unspecified)
4: CC(C)CNC(=O)COC(=O)c1ccc(F)cc1Cl
7: CCOC(=O)N1CCN(C(=O)COc2ccccc2OC)CC1
18: CCC(C)(C)NC(=O)C(c1ccc(F)cc1)N(Cc1ccco1)C(=O)c1cnccn1 (stereo unspecified)
2: CCOC(=O)c1c(NC(=O)CNCCO)sc(C)c1C
3: COc1cc(OC)c(NC(=O)Cn2cnc3sc(C)c(S(=O)(=O)N4CCN(C)CC4)c3c2=O)cc1Cl

Compound | 10 | 4 | 7 | 18 | 2 | 3
KB-V1 cytotox | 1% | 1% | 0% | -12% | u | 16%
HT1080 IDH1KD tx | -8% | 4% | 2% | 2% | -5%[9.24 µM] | x
GLP1R cytotox | 6% | 17% | 29% | -22% | 14% | 7%
HT1080NT lethal | -12% | 1% | 3% | -9% | -4% | x
DRD3 agonist | -5 | -1 | 2 | 0 | 0 | -7
KB-3-1 tox | 12% | 17% | 20% | -13% | 11% | 15%
SW480 rerep | -2% | 2% | 3% | 11% | -7% | x
IL-1B inflam inh | -11 | 0 | -10 | -83* | 1 | x
MCF10A rerep | -3% | -32%[inhibitor] | u | -13% | 11% | x

(list continues)
item	structure	KB-V1 cytotox	HT1080 IDH1KD tx	GLP1R cytotox	HT1080NT lethal	DRD3 agonist
31	COc1ccc(N2C(=O)N[C@@H](Cc3ccccc3)C2=O)cc1OC	4%	19%	-5%	0%	-5
32	O=C1CC(c2cccnc2)c2cc3c(cc2N1)OCO3 (stereo unspecified)	-6%	4%	-22%	1%	17
33	O=C(NCc1ccc(Cl)cc1)c1cc2cccc3c2n1CCS3	u	x	2%	x	-1
34	CCCNC(=O)c1onc(CS(=O)(=O)c2cccc(OC)c2)c1C(=O)NCCC	15%	6%	-2%	9%	6
35	CN(C)CCCOc1cccc(Oc2ccccc2)c1	-28%	0%	-5%	1%	-10
36	CCOC(=O)NN1C(=O)c2ccccc2NC1c1ccc(N(C)C)cc1 (stereo unspecified)	24%	5%	6%	8%	6
37	Cc1ccccc1C(=O)NC(=S)Nc1ccc(Oc2ccc(Cl)cc2)cc1	0%	0%	u	-7%	-1
38	CNc1nc(Sc2ccc(C)cc2)cc(C(F)(F)F)n1	u	u	-12%	-9%	1
39	O=C1C(=Cc2ccccc2Cl)CCc2ccccc21	u	u	5%	u	-6
40	O=C(NCCc1ccc(Cl)cc1)c1ccc2nc(N3CCOCC3)sc2c1	0%	-2%	12%	-1%	-3

item	KB-3-1 tox	SW480 rerep	IL-1B inflam inh	MCF10A rerep
31	3%	-6%	-16	-8%
32	2%	-6%	2	-1%
33	-10%	x	x	x
34	13%	-6%	19	6%
35	-1%	-2%	-2	22%
36	7%	-9%	16	12%
37	u	-1%	-13	7%
38	u	15%	17	u
39	21µM*	x	u	x
40	-2%	4%	10	21µM*

Further results follow:
item	structure	KB-V1 cytotox	HT1080 IDH1KD tx	GLP1R cytotox	HT1080NT lethal	DRD3 agonist
41	OC(C#CCN1CCCC1)(c1ccccc1)c1cccc(F)c1 (stereo unspecified)	u	0%	-7%	-7%	-5
42	CSC[C@H]1CN(Cc2cccnc2)C(=O)[C@@H]1CC(=O)Nc1ccc(Br)cc1	28%	-1%	2%	-3%	-3
43	COC(=O)c1ccc(C)c(NC(=O)CCc2cc(OC)c(OC)c(OC)c2)c1	13%	17%	0%	2%	-2
44	CC1=C(C(N)=O)C(c2ccccc2F)n2nc(-c3ccc(Cl)cc3)nc2N1 (stereo unspecified)	5%	x	-1%	x	8

item	KB-3-1 tox	SW480 rerep	IL-1B inflam inh	MCF10A rerep
41	5%	0%	-13	11%
42	u	x	-13	x
43	18%	1%	47	-8%
44	-6%	x	x	x
